PABP1 MLLE inh: inhibitors of PABP1 MLLE–PAM2 peptide binding, primary screen, biochemical, fluorescence polarization, FITC-PAM2, GST-MLLE; hit rate 0.36% among 360,000; Polyadenylate-binding protein 1 (Homo sapiens), P11940; inhibition, % at 20 µM; in the data active = inhibition above about 35%, passing the limit was not always enough;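 note: plate controls were DMSO wells with GST-MLLE for no effect and wells lacking GST-MLLE protein for full effect; some results filed as inactive read as strong as hits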
Rin1 Abl inh: inhibitors of Rin1-Abl protein binding, primary screen, biochemical, TR-FRET | Tyrosine-protein kinase ABL1 (Homo sapiens) + Ras and Rab interactor 1 (Homo sapiens), … | inhibition, % at 7.35 µM | hit rate 0.4% among 360,000 | AID 588664, 2011; in the data active = inhibition above about 5%, passing the limit was not always enough
Neddylation inh: inhibitors of cullin neddylation, primary screen, biochemical, TR-FRET, uHTS, NAE and Ubc12. calls only at 25 µM. hit rate 0.58% among 360,000. AID 651699, 2012; in the data active = inhibition above about 36%
eLon inh: inhibitors of E. coli Lon protease, primary screen, biochemical, fluorescence polarization | P0A9M0 | purified E. coli Lon protease | inhibition, % at 7.94 µM | hit rate 0.42% among 360,000 | AID 602123, 2011; in the data active = inhibition above about 13%, passing the limit was not always enough;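 note: 0% = enzyme with probe and DMSO and 100% = no enzyme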
FAS-TE inh: FAS thioesterase domain inhibitors, primary screen, biochemical, fluorescence intensity, uHTS. Fatty acid synthase (Homo sapiens), P49327. recombinant FAS-TE, OMFH fluorogenic substrate, fluorescence endpoint. inhibition, % at 15 µM. hit rate 0.67% among 360,000. AID 602261, 2012;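 active = compounds whose normalised, plate-corrected inhibition of enzyme fluorescence in the single-dose primary screen is 50% or more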;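 note: 0% = DMSO with enzyme and 100% = substrate without enzyme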
SKN-1 inh: suppressors of acrylamide-induced Pgst-4::GFP reporter in worms, primary screen, SKN-1 inhibitor project, whole organism, uHTS, GFP/RFP fluorescence ratio, strain VP596. C. elegans VP596 Pgst-4::GFP/RFP ratio, 24 h. inhibition, % at 21.8 µM. hit rate 0.49% among 360,000;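 active = interference check ratio from 0.5 to 1.5 plus GFP to RFP signal ratio inhibition reaching or exceeding a fixed threshold, cut at about 30% in these data, passing the limit was not always enough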; note: some compounds called inactive have numbers as strong as hits
MT1-MMP act inh: blockers of MT1-MMP proenzyme processing, primary screen, HT1080 RFP-PRO-GFP cells, GFP/RFP fluorescence. Matrix metalloproteinase-14 (Homo sapiens), P50281. GFP/RFP ratio fluorescence, overnight; percent of plate control window, DMSO zero. GFP/RFP ratio change, % at 20 µM. hit rate 0.061% among 360,000;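 active = GFP/RFP ratio change of at least 30% with cell ATP level not reduced by more than half and red fluorescence within 50% of control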; note: strong numbers were not always called active
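system = RFP-PRO-GFP reporter HT1080 cells | dosing = 20 µM single dose, 1% DMSO | timing = overnight cell settling, then overnight compound exposure, 37 °C, 5% CO2 | read-out basis = GFP/RFP fluorescence ratio | controls = DMSO and RFP-L50D-GFP cell wells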
MsrA act: bovine MsrA enzyme activators, primary screen, biochemical, absorbance, HTS | hit rate 0.3% among 360,000 | Methionine sulfoxide reductase A (Bos taurus) | activation, % at 10.6 µM | purified bovine MsrA, absorbance read-out; in the data active = activation above about 7.5%;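 note: 0% = vehicle and 100% = reference activator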
NRP1-CendR mod: modulators of CendR peptide binding to NRP-1, primary screen, biochemical, fluorescence polarization, uHTS. hit rate 0.85% among 360,000. FAM-RPARPAR peptide binding to NRP-1. inhibition, % at 25 µM. Neuropilin-1 (Homo sapiens), O14786;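 active = inhibition or corrected inhibition above about 18%, plus a signal ratio from 0.5 to 1.5, limit read from the data, passing the limit was not always enough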; note: strong numbers were not always called active
Target sequence (O14786 whole entry, looked up): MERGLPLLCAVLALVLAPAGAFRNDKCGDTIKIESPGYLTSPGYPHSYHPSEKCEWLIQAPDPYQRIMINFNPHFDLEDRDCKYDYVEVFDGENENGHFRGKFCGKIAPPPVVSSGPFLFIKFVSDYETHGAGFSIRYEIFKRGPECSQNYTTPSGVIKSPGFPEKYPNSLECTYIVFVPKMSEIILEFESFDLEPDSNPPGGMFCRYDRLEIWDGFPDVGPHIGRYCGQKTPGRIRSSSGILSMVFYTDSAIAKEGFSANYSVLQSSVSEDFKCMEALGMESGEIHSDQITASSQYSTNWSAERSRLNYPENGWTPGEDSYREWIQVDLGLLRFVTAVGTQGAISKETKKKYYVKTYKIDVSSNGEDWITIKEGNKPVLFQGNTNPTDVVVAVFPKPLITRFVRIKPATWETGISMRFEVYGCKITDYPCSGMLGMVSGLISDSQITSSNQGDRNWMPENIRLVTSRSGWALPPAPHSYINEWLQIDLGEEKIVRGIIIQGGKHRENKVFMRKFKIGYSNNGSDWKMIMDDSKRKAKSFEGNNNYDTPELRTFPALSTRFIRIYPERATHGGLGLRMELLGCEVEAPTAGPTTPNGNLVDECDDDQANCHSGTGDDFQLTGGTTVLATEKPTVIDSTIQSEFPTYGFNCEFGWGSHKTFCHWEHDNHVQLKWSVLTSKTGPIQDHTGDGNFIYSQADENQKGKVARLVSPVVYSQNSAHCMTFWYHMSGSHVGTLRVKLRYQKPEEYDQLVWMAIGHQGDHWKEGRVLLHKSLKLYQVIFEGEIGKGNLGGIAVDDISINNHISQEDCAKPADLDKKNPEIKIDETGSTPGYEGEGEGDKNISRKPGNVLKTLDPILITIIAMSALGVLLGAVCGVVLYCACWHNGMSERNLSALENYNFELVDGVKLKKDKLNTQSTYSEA
Starred values were filed as active, the others as inactive; i = inactive; x = no result given.

SMILES | PABP1 MLLE inh | Rin1 Abl inh | Neddylation inh | eLon inh | FAS-TE inh | SKN-1 inh | MT1-MMP act inh | MsrA act | NRP1-CendR mod
CC(OC(=O)c1ccccc1Nc1ccc(SC(F)F)cc1)C(N)=O (centres undefined) | -1.2 | 1.1 | x | 6.0 | 18.1 | 11.8 | -14.0 | -3.5 | -3.5
O=C(c1ccc(C(=O)N2CCCCCC2)cc1)N1CCCCCC1 | -14.3 | -1.5 | i | -0.4 | -1.8 | -2.9 | 5.1 | -0.8 | 5.0
Fc1ccccc1NC(=S)N1CCCCC1 | -27.6 | -1.9 | i | -8.2 | -13.4 | -3.0 | -3.6 | 0.8 | -3.0
CCC(Sc1nc2c(c(=O)n1CC)SC(C)C2)C(=O)OC (centres undefined) | 6.7 | -0.1 | i | -3.2 | -1.2 | -1.6 | 3.9 | -0.6 | 6.5
O=C(OCc1nnc(-c2ccc([N+](=O)[O-])cc2)o1)C1CC(=O)N(CCc2ccccc2)C1 (centres undefined) | -9.4 | 3.0 | i | 5.7 | 24.6 | -1.8 | 3.4 | -5.2 | -0.2
O=C(COc1ccccc1)Nc1ccc(S(=O)(=O)NCc2ccco2)cc1 | -1.9 | -1.5 | i | 0.1 | -5.7 | -18.2 | -0.6 | -13.5 | 10.5
C=C(C)[C@@H]1CC=C(CO)CC1 | 8.6 | 1.0 | i | 2.5 | 1.5 | -10.5 | 3.0 | -6.5 | 4.7
CNC(=O)OC(C)CNS(=O)(=O)c1ccc(C)cc1 (centres undefined) | -12.2 | -4.4 | i | 1.8 | -5.1 | 3.4 | -4.0 | 0.0 | 6.6
Cc1cccc(NC(=O)CC(C)(C)C)c1 | -5.6 | -0.6 | i | -1.1 | -4.6 | 14.4 | -3.1 | -2.8 | 6.1
CCCn1nc(NC(=O)c2cccs2)c2cc3cc(OC)ccc3nc21 | -9.2 | -2.4 | x | -1.2 | 14.5 | 24.3 | -14.6 | -3.9 | -19.0
O=C(CN1C(=O)S/C(=C\c2ccc(F)cc2)C1=O)NC1C=CS(=O)(=O)C1 (centres undefined) | 0.2 | 2.3 | i | -8.6 | -4.9 | -14.4 | -2.6 | -5.4 | 0.1
COC(C[C@H](O)C[C@@H](O)[C@H](C)OCc1ccccc1)OC | -1.8 | 2.7 | i | 3.7 | -9.1 | 11.3 | 0.1 | -2.8 | 6.0
O=C(Nc1ccccc1)c1cc(-n2cnnc2)ccc1Cl | -61.1 | 4.0 | i | -2.1 | -6.5 | -1.1 | 4.3 | -5.9 | -10.4
COc1ccc2sc(-c3ccccc3OC)c(-c3ccc(OCCN(C)C)cc3)c2c1 | -1.5 | -0.7 | i | -10.5 | 20.3 | 9.1 | -1.3 | 1.6 | 4.1
CCn1c(O)c2ccc(C(=O)N=NC(=O)c3ccccc3)cc2c1O | 8.7 | -0.7 | i | -5.0 | 4.3 | 5.7 | 0.7 | -5.4 | -7.6
CCC(=O)NC1=C(Nc2ccc(N)cc2)C(=O)c2ccccc2C1=O | 7.5 | -13.4 | i | 2.3 | -3.0 | -1.3 | 4.2 | -1.7 | -4.7
CCOc1ccc(/C(O)=C2/C(=O)C(=O)N(c3ncccn3)C2c2ccc(C)cc2)cc1 (centres undefined) | -11.1 | -2.9 | i | 11.5 | -3.4 | 7.7 | 0.8 | -3.4 | 7.7
COc1ccc(-c2c3c(nc4sc5c(=O)[nH]c(C)nc5c24)CCC3)cc1 | -1.6 | 0.9 | i | 2.9 | -3.0 | 11.3 | -1.2 | -2.1 | -12.1
Cc1cc(C)c(C)c(S(=O)(=O)N2CCCCC2C(=O)O)c1C (centres undefined) | 3.0 | 0.9 | i | -5.9 | -7.3 | -3.8 | 0.4 | -0.5 | -1.2
Cn1c(=O)c2c(ncn2CC(=O)N2CCCCCC2)n(C)c1=O | 6.5 | -3.5 | i | -5.9 | -5.2 | -2.5 | 0.6 | -1.1 | 3.7
CCCNC(=O)c1ccc2c(c1)nc(C)n2-c1cccc(C)c1 | -8.0 | 2.3 | i | -3.4 | -4.0 | 8.3 | -1.1 | -2.0 | 4.3
Cc1ccccc1[C@@]1(C)ON(c2ccccc2C(F)(F)F)C1=O | 7.0 | 1.4 | i | -3.9 | 37.0 | -15.3 | 5.5 | -6.9 | -1.2
CC(C)CCNC(=O)c1cnn2c(C(F)(F)F)cc(-c3ccco3)nc12 | 11.7 | -5.5 | i | -3.8 | 13.8 | 43.9* | 0.7 | -0.3 | -20.3
O=C1C(=O)N(CCO)C(c2ccccc2)/C1=C(\O)c1ccccc1 (centres undefined) | -3.9 | 1.6 | i | 2.3 | -7.4 | 6.2 | 3.8 | -4.8 | 1.5
CCOc1ccc(S(=O)(=O)N(CC(=O)O)c2ccccc2)cc1 | -12.5 | 1.8 | i | 6.3 | -7.9 | 1.3 | -1.0 | -3.0 | -0.9

Arranged by number of heavy atoms (largest number first): some entries from above
SMILES | PABP1 MLLE inh | Rin1 Abl inh | Neddylation inh | eLon inh | FAS-TE inh | SKN-1 inh | MT1-MMP act inh | MsrA act | NRP1-CendR mod
CCOc1ccc(/C(O)=C2/C(=O)C(=O)N(c3ncccn3)C2c2ccc(C)cc2)cc1 (centres undefined) | -11.1 | -2.9 | i | 11.5 | -3.4 | 7.7 | 0.8 | -3.4 | 7.7
O=C1C(=O)N(CCO)C(c2ccccc2)/C1=C(\O)c1ccccc1 (centres undefined) | -3.9 | 1.6 | i | 2.3 | -7.4 | 6.2 | 3.8 | -4.8 | 1.5
CCOc1ccc(S(=O)(=O)N(CC(=O)O)c2ccccc2)cc1 | -12.5 | 1.8 | i | 6.3 | -7.9 | 1.3 | -1.0 | -3.0 | -0.9
O=C(Nc1ccccc1)c1cc(-n2cnnc2)ccc1Cl | -61.1 | 4.0 | i | -2.1 | -6.5 | -1.1 | 4.3 | -5.9 | -10.4
Cc1cccc(NC(=O)CC(C)(C)C)c1 | -5.6 | -0.6 | i | -1.1 | -4.6 | 14.4 | -3.1 | -2.8 | 6.1

(cont.)
SMILES | PABP1 MLLE inh | Rin1 Abl inh | Neddylation inh | eLon inh | FAS-TE inh | SKN-1 inh | MT1-MMP act inh | MsrA act | NRP1-CendR mod
COc1cc2c(=O)n(CCCN3CCOCC3)c(=S)[nH]c2c(OC)c1OC | -41.9 | 0.8 | i | 0.9 | -4.3 | -2.9 | 1.2 | -1.6 | 6.0
Cc1cc(OCc2cc(C(=O)N(C)Cc3ccccn3)no2)cc(C)c1Cl | 7.4 | -0.5 | i | -17.2 | 9.7 | 5.6 | 1.4 | -2.9 | 1.0
Cc1cccc(N2CCN(C(=O)C3CCN(S(=O)(=O)c4c(C)noc4C)CC3)CC2)c1C | -6.3 | -3.7 | i | -8.2 | 7.4 | -3.3 | -5.1 | -3.9 | 7.3
Cc1cc(C)n(CC2CC(=O)N(c3ccc(C)c(Cl)c3)C2=O)n1 (centres undefined) | 12.9 | 0.1 | i | 2.3 | -9.1 | -9.2 | 4.8 | -4.7 | -5.7
COc1cc(C(=O)NCCC(=O)N2CCC3(CC2)NCCc2[nH]cnc23)cc(OC)c1OC | -5.7 | 2.5 | i | -7.8 | -6.9 | 13.4 | -1.8 | -3.3 | 4.2
Cc1cc(C)cc(C(O)c2ncc(-c3ccc(Cl)cc3)[nH]2)c1 (centres undefined) | -1.1 | 0.2 | i | -1.2 | 2.3 | -0.1 | 1.7 | -9.5 | -15.6
N#CC1=C(N)N(c2ccccc2)C2=C(C(=O)CCC2)C1c1ccccc1 (centres undefined) | -0.1 | -1.3 | i | -0.4 | -8.9 | 33.1 | -3.4 | -2.5 | -14.5
O=c1[nH]c(=O)n([C@H]2C[C@H](O)[C@@H](CO)O2)cc1I | -13.2 | 0.7 | i | -7.8 | -6.8 | 2.1 | 3.8 | -1.2 | 7.4
Cn1cc(C(=O)Nc2ccc3c(c2)CCC3)cn1 | -0.1 | -0.9 | i | -0.5 | -12.7 | 2.9 | 4.3 | -2.5 | -0.7
COC(=O)c1cc(S(=O)(=O)Nc2ccc(C)c(F)c2)c[nH]1 | 7.0 | 0.7 | i | 5.1 | -2.1 | 9.0 | 3.8 | -0.5 | -12.4
CC(=O)Oc1ccc(C(=O)Cc2ccccn2)c(O)c1 | 5.0 | 3.4 | i | 2.4 | -9.3 | 6.6 | 5.8 | -6.1 | -5.4
CC(Sc1nnnn1C1CCCCC1)C(=O)O (centres undefined) | 6.2 | -2.1 | i | -5.6 | -8.1 | 2.4 | -2.8 | -3.7 | 5.3
COC(=O)c1cc(-c2ccc(NC(C)=O)cc2)nc2ccccc12 | 7.3 | 1.4 | x | -6.7 | 6.3 | -8.5 | 1.2 | -10.5 | -0.6
O=C(c1ccc2c(c1)CCN2S(=O)(=O)c1ccccc1)N1CCN(c2ccccc2)CC1 | 4.2 | 3.7 | i | -14.7 | 16.2 | 2.0 | 1.9 | -0.7 | 8.2
CCOC(=O)c1ccc(N2CCCCC2)c(NS(=O)(=O)c2ccc(C)cc2)c1 | 9.3 | -4.4 | i | -0.5 | 46.3 | 3.1 | -3.9 | -4.4 | -8.5
CC(C)CN(C(=O)CSc1nnc(C2CC2)n1-c1ccccc1)C1CCS(=O)(=O)C1 (centres undefined) | -10.9 | -0.8 | i | 55.9* | -0.7 | -3.6 | 0.2 | -5.0 | -1.5
O=S(=O)(CCN(CCS(=O)(=O)C(F)(F)F)CC1CCCO1)C(F)(F)F (centres undefined) | 36.8 | 1.7 | i | -7.2 | -1.5 | 3.0 | -7.0 | 0.9 | 5.0
NC(=O)Cn1c(=O)n(C2CCCCC2)c(=O)c2c3c(sc21)CCCCC3 | 3.3 | -0.9 | i | -7.0 | 2.0 | -3.3 | -6.4 | -10.0 | -9.6
CC1(C)CC2CC(C)(CN2S(=O)(=O)c2ccc(C(=O)Nc3cccc(S(=O)(=O)N4CCOCC4)c3)cc2)C1 (centres undefined) | -12.7 | -4.5 | i | 0.9 | 47.9 | 6.0 | -13.1 | -2.2 | -21.9
O=C(CSc1nc2ccsc2c(=O)n1NC(=O)c1ccccc1)NCc1ccco1 | 5.6 | -1.6 | i | 0.5 | -8.3 | 4.7 | -2.6 | -9.2 | -10.6
C[C@H](CO)N1C[C@H](C)[C@H](CN(C)CC2CCCCC2)Oc2ccc(NS(=O)(=O)c3ccc(F)cc3)cc2CC1=O | -7.8 | 4.7 | i | -6.2 | 7.5 | 4.5 | -1.8 | 2.1 | 5.2
O=C(CCCC(=O)N(CC(=O)NC1CCCCC1)c1ccc(F)cc1)Nc1ccccn1 | 11.2 | -1.3 | i | 3.0 | 2.0 | -13.6 | 0.6 | -8.5 | 2.1
Cc1cc(NC(=O)CC23CC4CC(C2)CC(CC(=O)Nc2cc(C)on2)(C4)C3)no1 | -5.2 | -1.1 | i | 0.4 | 1.8 | 5.9 | -2.6 | 1.4 | 3.2
COc1cc(OC)cc(C(=O)NC(C)CNc2ccc(Cl)cc2[N+](=O)[O-])c1 (centres undefined) | 0.7 | -4.3 | i | 5.8 | 11.4 | 3.6 | 7.2 | -0.1 | -2.8
Cc1cc(C)c(-c2csc(NC(=O)c3n[nH]c(=O)c4ccccc34)n2)c(C)c1 | -0.3 | 2.2 | i | -7.1 | -1.9 | -2.1 | 4.7 | -7.5 | 10.6
COc1ccc(CCN(C)C(=O)N2CCOCC2)cc1OC | -1.0 | 3.2 | i | -9.8 | -5.3 | -3.9 | 0.8 | -0.1 | 7.2

Not a hit list; about 4% have a hit in one of these screens.
